S2 tox – Viability Counterscreen for Primary qHTS for Inhibitors of ATXN expression. S2 cells (HEK-293 line with an ATXN2-luciferase reporter) viability, CellTiter-Fluor protease fluorescence, 24 h. 0.49% of 400,000 active. Potency, µM (titrated, usually from 56.7 µM), most hits filed as cytotoxic. AID 651635, 2014; also: potency is read from the fitted curve at half-maximal effect; nearly all actives have a fitted effect of over 40% in size
Akt phos inh – HTS Assay for Inhibitors of Akt Phophorylation: Primary Screen; AID 651550, 2012; 0.32% of 360,000 active; Neuro2A IGF-stimulated pAkt S473 HTRF, 20 min; active compounds read low; activity change, % for hits at 50 µM; in the data active = activity change below about -80%; inconclusive = mostly about -51% to -80%; also: % is scaled to controls: 0 for no effect and ±100 for the full control effect
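Single-point screen (50 µM final compound) in Neuro2A cells stimulated 20 min with 6 nM IGF at 37 deg C. After lysis, Ser473-phosphorylated Akt read by HTRF (ex 330 nm, em 615/665 nm) as the 665/615 ratio.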
HepG2 tox – qHTS for Inhibitors of TGF-b: Cytotox Counterscreen; Potency, µM (series often up to 46.1 µM), inactives show at the highest dose activity change, negative = cytotoxicity, actives largely listed as cytotoxic; AID 588856, 2011; 0.76% of 410,000 active; HepG2 CAGA-GFP viability, ATP luminescence, 18 h; also: potency is read from the fitted curve at half-maximal effect; some results filed as inactive show a strong effect at the top dose
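HepG2 CAGA-GFP cells (1000/well, DMEM with 1% FBS) received compound, then TGF-beta at 500 pg/mL final, and were incubated 18 hours at 37 degrees C. Viability was read by CellTiter-Glo luminescence. Media-only wells were set as complete cell-killing and DMSO as no toxicity.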
Nrf2 activator – qHTS of Nrf2 Activators. AID 624171, 2012. AREc32 ARE-luciferase reporter (MCF7-derived line), luminescence, 24 h. 0.31% of 410,000 active. Potency, µM (top dose mostly 46.1 µM), inactives show top-dose activation, usual class: activators; also: potency is read from the fitted curve at half-maximal effect; % of control where 0% means no effect; nearly all actives have a fitted effect of over 65% in size
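Steps: seed AREc32_Fluc cells (1000/well, 5% FBS OPTI-MEM); incubate overnight at 37 deg C; add 23 nL compound; incubate 24 hr; add Steady-Glo; hold 30 min RT; read luminescence.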
CCT chaperon mod – High-Throughput Screening for Modulators of Cytosolic Chaperonin Activity; purified chaperonin ATPase assay, HTRF ADP detection, 30 min; activity change, % (no concentration beside the values), hits read low; 0.3% of 360,000 active; in the data active = activity change below about -30%; also: % is scaled to controls: 0 for no effect and ±100 for the full control effect
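Nucleotide hydrolysis assay: TRiC at 20–40 nM final (set by batch activity) with 10 uM ATP, 30 min at 37 °C, in presence of 76 uM compound. Detection by competitive ADP HTRF, 30 min ambient.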
TGFb SMAD3 inh – qHTS for Inhibitors of TGF-b. HepG2 CAGA-GFP TGF-b/SMAD3 reporter, GFP fluorescence, 18 h; TGF-beta stimulated, 500 pg/mL final. Potency, µM (series often up to 46.1 µM), without a hit: top-dose activity, negative = inhibition, most hits filed as inhibitors. 1.2% of 410,000 active. AID 588855, 2011; also: potency is read from the fitted curve at half-maximal effect; % is scaled to controls: 0 for no effect and ±100 for the full control effect; nearly all actives have a fitted effect of over 65% in size
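HEPG2 CAGA-GFP reporter cells (1000/well, DMEM with 1% FBS) received compounds, then recombinant TGF-beta at 500 pg/mL final for 18 hours at 37 degrees C. Per-cell GFP summed per well was normalised to unstimulated and stimulated DMSO controls before curve fitting.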
A549 tox – Nrf2 qHTS screen for inhibitors: counterscreen for cytotoxicity. AID 504648, 2011. 0.16% of 390,000 active. Potency, µM (titrated, usually from 46 µM), without a hit: top-dose activity change, negative = cytotoxicity, most hits filed as inhibitors. A549 ARE-Fluc cells, CellTiter-Fluor viability, 18-24 h; also: potency is read from the fitted curve at half-maximal effect; % is scaled to controls: 0 for no effect and ±100 for the full control effect
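A549 ARE-Fluc cells in 5% FBS OPTI-MEM, 5000 cells/well, rested 2 h then exposed to compounds in concentration-response for 18-24 h at 37 °C. Viability by CellTiter-Fluor fluorescence (Ex 405/Em 525) after 30 min; luciferase luminescence (BugLite, 15 min, RT) read afterwards.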
Nrf2 block – Nrf2 qHTS screen for inhibitors. A549 ARE-Fluc reporter, luciferase luminescence, 18-24 h. Potency, µM (top dose mostly 46 µM), for inactives: top-dose activity change, negative = inhibition, actives largely listed as inhibitors. 2.1% of 360,000 active; also: potency is read from the fitted curve at half-maximal effect; % is scaled to controls: 0 for no effect and ±100 for the full control effect; nearly all actives have a fitted effect of over 60% in size
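Reporter: ARE-Fluc in A549. Exposure: 18-24 h, 37 °C, 5% CO2, 5% FBS OPTI-MEM. Readouts: fluorescent cytotoxicity (CellTiter-Fluor), then luminescent Nrf2 signal after BugLite.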
MmCpn inh – Inhibitors of TCP-1 ring complex (TRiC) of Methanococcus maripaludis (MmCpn): qHTS | purified Mm-Cpn ATPase, ADP Transcreener TR-FRET | Potency, µM (top dose mostly 76.9 µM), for the others: at the highest dose activity, negative = inhibition, actives largely listed as inhibitors | 0.031% of 330,000 active | AID 504842, 2011; also: potency is read from the fitted curve at half-maximal effect; % is scaled to controls: 0 for no effect and ±100 for the full control effect; nearly all actives have a fitted effect of over 80% in size
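Quantitative HTS used 25 nM Mm-CPN and 10 uM ATP in magnesium/KCl Tris buffer, pH 7.4, with 1 mM DTT. Hydrolysis ran 30 min at 37°C; ADP was read by HTRF.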
The depositor's hits bear a star; i = inactive; u = inconclusive; x = no result given; [ ] = another dose, or the depositor's remark. Unless noted, calls follow the shape of the dose curve; as a rule, active = well fitted curve in the direction sought with a large enough effect; inconclusive = small, poorly fitted or top-dose-only effect, or another doubt; inactive = no such curve, though single readings can be large; an effect the other way counts as inactive or inconclusive.

Codes – A = S2 tox; B = Akt phos inh; C = HepG2 tox; D = Nrf2 activator; E = CCT chaperon mod; F = TGFb SMAD3 inh; G = A549 tox; H = Nrf2 block; I = MmCpn inh
COc1cccc(-c2c(-c3cc(OC)cc(OC)c3)n(C)c3ccc(-c4cnc(OC)nc4)cc23)c1
  A: i; B: i; C: 1%; D: -1.4%; E: -2.4; F: -8%; G: -2%; H: u; I: -3%
COCCNC(=O)C1CCCN(C(=O)c2sc(-c3ccccc3)nc2C)CC1 (stereo not drawn)
  A: i; B: i; C: 12%; D: -0.1%[9.22 µM]; E: -0.1; F: 4%; G: x; H: x; I: x
O=C(CN1C(=O)NC2(CCCCC2)C1=O)N1CCN(S(=O)(=O)c2cccc([N+](=O)[O-])c2)CC1
  A: i; B: i; C: 5%; D: 0.3%; E: 0.9; F: -4%; G: -3%; H: -1%; I: 0%
Cc1cccc(NC(=O)NNC(=O)c2ccc(C)c([N+](=O)[O-])c2)c1
  A: i; B: i; C: 11%; D: -1.1%; E: -15; F: 8%; G: -5%; H: u; I: 0%
COc1ccc(NS(=O)(=O)c2cc(NC(=O)CCNC(C)=O)ccc2N2CCOCC2)cc1
  A: u; B: i; C: -7%; D: 0.7%; E: 2.3; F: -1%; G: -10%; H: 5%; I: 2%
O=S(=O)(Nc1cc(F)ccc1F)c1cccc2nonc12
  A: i; B: i; C: 2%; D: 0.0%; E: 1.2; F: 2%; G: -8%; H: -9%; I: 0%
CCOc1ccccc1NC(=O)COC(=O)C(Cc1ccccc1)NC(=O)c1ccco1 (stereo not drawn)
  A: x; B: i; C: -20%; D: 0.0%; E: -0.7; F: 10%; G: -4%; H: -3%; I: 3%
O=C(Nc1ccc(F)cc1F)Nc1ccc(F)cc1F
  A: i; B: i; C: -20%; D: 0.8%; E: -0.6; F: -2%; G: 4%; H: 1%; I: -2%
CC(NC(=O)/C=C/c1ccc(Br)cc1)c1ccc(Cl)cc1 (stereo not drawn)
  A: i; B: i; C: 0%; D: 2.8%; E: 0.9; F: -1%; G: -1%; H: -11%; I: 1%
Nc1ncccc1OCc1cccc(C(F)(F)F)c1
  A: i; B: i; C: -6%; D: 0.2%; E: -0.9; F: -21%; G: u; H: 16µM*; I: 0%
O=[N+]([O-])c1nn(-c2ccc3c(c2)OCCO3)n(O)c1=NC1CCCCCC1
  A: i; B: i; C: -14%; D: 6.8%; E: 0.6; F: -25%; G: -20%; H: 4%; I: 2%
Cc1ccc(C(=O)NCC(=O)OCc2cc(=O)n3nc(C4CC4)sc3n2)cc1
  A: i; B: x; C: -4%; D: -0.6%; E: x; F: -6%; G: -7%; H: 6%; I: x
COc1ccc(-c2nc3ccccc3n2Cc2ccc(C(C)C)cc2)cc1
  A: u; B: x; C: -113%; D: -1.4%; E: x; F: u; G: -13%; H: u; I: x
CCN(CC)CCNC(=O)C(C(=O)c1ccccc1)n1ccccc1=O (stereo not drawn)
  A: i; B: i; C: 3%; D: 0.4%; E: -1.6; F: 16%; G: x; H: -6%; I: u
CCC1(c2ccccc2)NC(=O)N(CC(=O)NNC(=O)CCN2CCN(c3ccccc3)CC2)C1=O (stereo not drawn)
  A: i; B: i; C: 1%; D: -0.2%; E: -1.3; F: -7%; G: -3%; H: -2%; I: 0%
O=C(N/N=C/c1ccco1)c1csc2c1CCCC2
  A: i; B: i; C: 11%; D: 4.0%; E: -1.8; F: 3%; G: 2%; H: 2%; I: 2%
C=CCc1cccc2cc(C(=O)N3CCN(c4ccccn4)CC3)c(=O)oc12
  A: i; B: i; C: 7%; D: -0.2%; E: 1.3; F: 5%; G: 11%; H: 4%; I: -7%
NC(=O)c1ccc(NC(=O)CCc2nc3ccccc3s2)cc1
  A: i; B: i; C: 0%; D: 2.2%; E: 0.3; F: -2%; G: 9%; H: 19%; I: 0%
COc1ccc(S(=O)(=O)n2cnc3ccccc32)cc1OC
  A: i; B: i; C: -5%; D: 0.6%; E: -2.4; F: 3%; G: -1%; H: 2%; I: 0%
COc1ccc(CCNC(=O)CCCn2c(=O)c3ccccc3n(CC(=O)Nc3cc(Cl)ccc3C)c2=O)cc1OC
  A: u; B: x; C: 2%; D: -0.8%; E: x; F: -1%; G: -17%; H: u; I: x

Later entries:
Fields: S2 tox	Akt phos inh	HepG2 tox	Nrf2 activator	CCT chaperon mod	TGFb SMAD3 inh	A549 tox	Nrf2 block	MmCpn inh
> N#C/C(C(=O)NCc1ccco1)=C1/SC(Cc2ccc(F)cc2)C(=O)N1c1ccccc1 (stereo not drawn)
  i	i	-35%	0.9%	1.5	-9%	-3%	x	-9%
> CCOC(=O)c1c(C)[nH]c(C)c1S(=O)(=O)NCC(=O)NCc1ccccc1C
  i	x	0%	-0.4%	x	0%	17%	-66%	x
> COc1ccccc1CCNC(=O)C(=O)NCC1OCCN1S(=O)(=O)c1ccc(Cl)cc1 (stereo not drawn)
  u	i	-27%	0.1%	-2.5	-16%	1%	u	-3%
> Cc1nc(N)c(C#N)c(-c2ccccc2Cl)c1C
  i	i	24%	-0.5%	1.5	29%	4%	-17%	-10%
> O=C(C1CCN(Cc2ccc(F)cc2)CC1)N1CCN(C/C=C/c2ccccc2)CC1
  i	i	-20%	4.6%	6.0	-14%	4%	15%	-11%
> CNC(=O)C1CCC(Cn2c(=O)c3sccc3n(CC(=O)N3CCCCC3C)c2=O)CC1 (stereo not drawn)
  i	x	-1%	3.5%	x	-6%	2%	u	x
> CN1C(=O)N(c2cccc3ccccc23)C(n2cncn2)C1(C)C (stereo not drawn)
  i	i	-1%	0.1%	1.3	-1%	1%	-1%	-1%
> Cc1ccc2c(c1)nnn2C1CCN(CC(=O)N2CCN(c3ccc(F)cc3)CC2)CC1
  i	i	0%	0.3%	-1.2	9%	7%	u	-1%
> COc1ccc2cc(C(=O)C3CCCN(C(=O)c4csnn4)C3)ccc2c1 (stereo not drawn)
  u	i	-4%	2.9%	1.1	0%	2%	5%	-1%
> O=C(NCc1ccccn1)Nc1ccc(Cl)cc1
  i	i	20%	1.5%	0.4	1%	-3%	u	x
> CC(C)c1ccc(N2CCN(C(=O)c3ccccc3NC(=O)/C=C\C(=O)O)CC2)cc1
  i	i	-5%	4.1%	2.3	-15%	-2%	x	-2%
> c1ccc(CSc2ccc3nnc(-c4ccccn4)n3n2)cc1
  i	i	-36%	0.2%	-0.9	u	1%	-3%	-2%
> N#C/C(=C\c1cc(Br)ccc1F)C(=O)NC1CC1
  i	i	-1%	-0.7%	-10	7%	-7%	-12%	-11%
> O=C(CN(CC1CCCO1)C(=O)CNS(=O)(=O)c1ccccc1)NCc1ccco1 (stereo not drawn)
  i	i	2%	3.5%	-3.7	7%	1%	2%	-2%
> CNC(=S)N(CCc1c(C)[nH]c2ccccc12)Cc1cc(OC)c(OC)c(OC)c1
  i	i	-3%	2.6%	-0.2	-41%	-2%	-10%	1%
> COc1ccc2cc(CN(CC3CCCO3)C(=S)Nc3ccccc3)c(=O)[nH]c2c1 (stereo not drawn)
  i	i	-27%	4.7%	-3.2	-27%	u	u	-3%
> CCCS(=O)(=O)NCCc1sc2nc(-c3ccc(F)cc3)nn2c1C
  x	x	-21%	-0.1%	x	-32%	-13%	x	x
> CC(=O)Nc1cccc(OCC(=O)Nc2sccc2C(N)=O)c1
  i	i	3%	6.6%	0.8	-3%	-1%	u	-1%
> CC1CN(C(=O)CSc2nnc(NC(=O)NC(C)(C)C)s2)CC(C)O1 (stereo not drawn)
  i	i	3%	0.8%	-9.0	-8%	-3%	-1%	2%
> Cc1cc(NC(=O)c2noc3c2CCc2ccccc2-3)no1
  i	i	-7%	4.2%	-3.8	-1%	u	u	1%

Reformatted as tab-separated lines: part of the list above
mol	S2 tox	Akt phos inh	HepG2 tox	Nrf2 activator	CCT chaperon mod	TGFb SMAD3 inh	A549 tox	Nrf2 block	MmCpn inh
N#C/C(=C\c1cc(Br)ccc1F)C(=O)NC1CC1	i	i	-1%	-0.7%	-10	7%	-7%	-12%	-11%
O=C(CN(CC1CCCO1)C(=O)CNS(=O)(=O)c1ccccc1)NCc1ccco1 (stereo not drawn)	i	i	2%	3.5%	-3.7	7%	1%	2%	-2%
CNC(=S)N(CCc1c(C)[nH]c2ccccc12)Cc1cc(OC)c(OC)c(OC)c1	i	i	-3%	2.6%	-0.2	-41%	-2%	-10%	1%
COc1ccc2cc(CN(CC3CCCO3)C(=S)Nc3ccccc3)c(=O)[nH]c2c1 (stereo not drawn)	i	i	-27%	4.7%	-3.2	-27%	u	u	-3%
CCCS(=O)(=O)NCCc1sc2nc(-c3ccc(F)cc3)nn2c1C	x	x	-21%	-0.1%	x	-32%	-13%	x	x
CC(=O)Nc1cccc(OCC(=O)Nc2sccc2C(N)=O)c1	i	i	3%	6.6%	0.8	-3%	-1%	u	-1%
CC1CN(C(=O)CSc2nnc(NC(=O)NC(C)(C)C)s2)CC(C)O1 (stereo not drawn)	i	i	3%	0.8%	-9.0	-8%	-3%	-1%	2%
Cc1cc(NC(=O)c2noc3c2CCc2ccccc2-3)no1	i	i	-7%	4.2%	-3.8	-1%	u	u	1%
